Bioassay records (PubChem)
Lipid storage S3: qHTS Assay for Lipid Storage Modulators in Drosophila S3 Cells; Drosophila S3 cells, BODIPY lipid droplet fluorescence, 18-24 h; cells fed with added oleic acid; AID 2685; 320,000 tested, 0.64% active; lipid storage change, negative = inhibition, % at the top dose, mostly 46.1 µM; hits show Potency in µM; active means well fitted inhibition curve with a large enough effect in the signal ratio, with a control signal flat, not every such curve was filed as active; inconclusive means small, poorly fitted or top-dose-only effect, or effect the other way, or a change in a side signal; the % refers to the signal ratio
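Laser-scanning cytometry quantifies lipid droplet accumulation (500–530 nm total intensity; droplet/cell object ratio) in oleic acid-fed (400 uM added) Drosophila S3 cells treated with a concentration series. 20 uM Triacsin C defined 100% inhibition.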
Lipid storage S3 cell count max: second read-out of Lipid storage S3, no call of its own (marks repeat the call); cell number change, %; measured here: cell count max response;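 cells counted by Cell Tracker Red CMTPX staining in the red channel; peak over a dose series mostly up to 46.1 µM; percent activity relative to internal control wells on each plate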
The depositor's hits bear a star; [ ] = dose if it differs, or a comment. On the % scale 0 is the no-effect control and ±100 the full control effect; potency means the concentration at half of the fitted maximal effect.

Screening COc1cc(OC)c(N2CC34C=CC(O3)C(C(=O)O)C4C2=O)cc1Cl (stereo not given) returned Lipid storage S3 inconclusive.
O=C(O)c1ccccc1OC(C(=O)Nc1cc(Cl)cc(Cl)c1)c1ccccc1 (stereo not given) was read as Lipid storage S3 inconclusive.
`O=C(CSc1nc2ccccc2s1)NNC(=S)Nc1ccccc1` gave Lipid storage S3 inconclusive.
Screening O=C(Cn1ccn(-c2ccc(F)c(Cl)c2)c(=O)c1=O)NCCc1ccccc1 returned Lipid storage S3 inconclusive.
`O=C(Nc1ccc(S(=O)(=O)NCC2CCCO2)cc1)c1ccc(Cl)cc1[N+](=O)[O-]` (stereo not given) gave Lipid storage S3 inconclusive.
`Cc1ccc2c(CC(=O)NCc3ccc4c(c3)OCO4)coc2c1` gave Lipid storage S3 inconclusive.
`O=C(NCc1ccc(F)cc1)c1cc(S(=O)(=O)N2CCCCC2)ccc1N1CCOCC1` gave Lipid storage S3 8.9% and Lipid storage S3 cell count max 2.4.
Nc1ncc(CCN2CCOCC2)c(-c2ccc(F)cc2)n1 was read as Lipid storage S3 -6.9% and Lipid storage S3 cell count max 0.4.
Screening Fc1ccccc1CSc1nnc(-c2cccs2)o1 returned Lipid storage S3 inconclusive.
C(=N\Nc1nc(-c2ccccc2)cs1)/c1ccco1 was read as Lipid storage S3 -4.0% and Lipid storage S3 cell count max -18.5.
Screening CC12CN3CC(C)(CN(C1)C3c1ccc(F)cc1)C2 (stereo not given) returned Lipid storage S3 0.731µM* and Lipid storage S3 cell count max -6.7*.
Screening Cc1ccc(N2C(=O)[C@@H]3Cc4ccccc4CN3C2=O)cc1 returned Lipid storage S3 inactive and Lipid storage S3 cell count max 1.3.
`COc1ccc(-c2nc(N)n(C(C)=O)n2)cc1` gave Lipid storage S3 9.1% and Lipid storage S3 cell count max -14.1.
For COc1ccc(-n2c(SCC(=O)NCC3CCCO3)nc3c([nH]c4ccccc43)c2=O)cc1 (stereo not given) the results were Lipid storage S3 14.1% and Lipid storage S3 cell count max 11.1.
Screening Cc1ccc(S(=O)(=O)NCCC(=O)N2CCCCCCC2)cc1 returned Lipid storage S3 inconclusive.
COc1ccc(CO/N=C/c2c(C)[nH]c(=O)[nH]c2=O)cc1 was read as Lipid storage S3 -13.2% and Lipid storage S3 cell count max 1.3.
Cc1ccc(-c2nnc(-c3ccccc3)c(N3CCOCC3)n2)cc1 was read as Lipid storage S3 5.8%.
Screening CN(C)S(=O)(=O)N1CCN(CC(=O)Nc2ccc(F)cc2)CC1 returned Lipid storage S3 22.4% and Lipid storage S3 cell count max 12.0.
Screening COC(=O)c1ccc2c(=O)n(CCN3CCOCC3)c(SCC(=O)Nc3ccccc3Cl)nc2c1 returned Lipid storage S3 inconclusive.
Screening COc1ccc(-n2c(CN3CCC(C)CC3)nc3ccc([N+](=O)[O-])cc3c2=O)c(OC)c1 returned Lipid storage S3 18.7%.
Screening O=C(Nc1ccc(N2CCCCCC2)cc1)c1ccc[nH]1 returned Lipid storage S3 inconclusive.
Screening CCOC(=O)C(CC)n1nc(C)n2c(cc3sccc32)c1=O (stereo not given) returned Lipid storage S3 inactive.
`COc1ccc(NC(=O)N[C@@H](Cc2ccccc2)C(=O)NN)cc1` gave Lipid storage S3 inconclusive.
For COc1ccc(-c2ccc(=O)n(Cc3ccc([N+](=O)[O-])cc3)n2)cc1 the results were Lipid storage S3 0.2% and Lipid storage S3 cell count max 11.0.
`CC(=O)c1ccc(OCc2ccc(C(=O)c3ccccc3)cc2)cc1` gave Lipid storage S3 -3.0% and Lipid storage S3 cell count max -51.4.
CCOC(=O)C1CCCN(Cc2c(F)cccc2Cl)C1 (stereo not given) was read as Lipid storage S3 -58.2% and Lipid storage S3 cell count max -9.9.
Screening CC(=O)c1ccc(S(=O)(=O)Nc2cccc(-c3ccc(N4CCOCC4)nn3)c2)cc1 returned Lipid storage S3 inconclusive.
CN1CCN(CCc2cn3ncc(C#N)c3nc2-c2ccc(F)cc2)CC1 was read as Lipid storage S3 13.6% and Lipid storage S3 cell count max -4.9.
`CCOc1c2ccc(C(=O)NCCCCc3ccccc3)cc2nn1CC` gave Lipid storage S3 -14.4% and Lipid storage S3 cell count max 0.7.
`c1ccc(CSc2nnc3c4ccccc4c4ccccc4c3n2)cc1` gave Lipid storage S3 inconclusive.
Screening c1coc(C2=Nc3cccc4cccc(c34)N2)c1 returned Lipid storage S3 inconclusive.
Screening COc1nc(N(C)C)nc(N(C#N)CCOC(C)=O)n1 returned Lipid storage S3 4.0% and Lipid storage S3 cell count max 13.0.
For CC(=O)NC(CCS(C)(=O)=O)C(=O)Nc1cccc(C)c1 (stereo not given) the results were Lipid storage S3 inconclusive.
`CCNc1ccc(C(=O)OC(C(=O)NC(N)=O)C(C)C)cc1[N+](=O)[O-]` (stereo not given) gave Lipid storage S3 inconclusive.
For Cc1nc(NC(=O)/C=C/c2ccccc2)sc1C(=O)NCCO the results were Lipid storage S3 -0.5% and Lipid storage S3 cell count max -1.1.
For O=C(CCN1C(=O)S/C(=C\c2ccccc2)C1=O)NCCCn1ccnc1 the results were Lipid storage S3 inactive and Lipid storage S3 cell count max -6.6.
Screening CCn1c(SCC(=O)N2CCCCC2C)nnc1-c1ccc(S(=O)(=O)N2CCN(C)CC2)cc1 (stereo not given) returned Lipid storage S3 inconclusive.
Screening COc1cc(SC)ccc1C(=O)OCC(=O)NCCC1=CCCCC1 returned Lipid storage S3 inconclusive.
Screening CC(C)(C)OC(=O)NC(CCCCNC=O)C(=O)O (stereo not given) returned Lipid storage S3 inconclusive.
CC1CC(C)CN(c2oc(-c3ccccc3Cl)nc2C#N)C1 (stereo not given) was read as Lipid storage S3 inconclusive.
O=C(N/N=C/c1cc(Br)c(Br)s1)c1ccncc1 was read as Lipid storage S3 -10.2% and Lipid storage S3 cell count max -14.2.
Screening CCOC(=O)c1c(C)c(C(=O)N2CCc3ccccc3C2)c(C)n1CC returned Lipid storage S3 -8.9% and Lipid storage S3 cell count max -5.0.
For CSc1ncccc1C(=O)NC1CCCCCC1 the results were Lipid storage S3 inactive.
O=c1[nH]c(-c2ccccc2)nc2sc(-c3ccccc3)cc12 was read as Lipid storage S3 23.1%[9.22 µM] and Lipid storage S3 cell count max -5.3.
`CCc1ccc(-c2csc(NC(=O)COC(=O)CCc3nc4ccccc4s3)n2)cc1` gave Lipid storage S3 inconclusive.

Structural class: the compounds so far with a furan ring, fused or not.
`Cc1ccc2c(CC(=O)NCc3ccc4c(c3)OCO4)coc2c1` gave Lipid storage S3 inconclusive.
C(=N\Nc1nc(-c2ccccc2)cs1)/c1ccco1 was read as Lipid storage S3 -4.0% and Lipid storage S3 cell count max -18.5.
Screening c1coc(C2=Nc3cccc4cccc(c34)N2)c1 returned Lipid storage S3 inconclusive.

Next part.
`COc1ccc(C2=NOC(Cn3nc(C(=O)NCc4ccc(C)cc4)cc3-c3ccccc3)C2)cc1` (stereo not given) gave Lipid storage S3 inconclusive.
`CCOC(=O)C1CCCN(c2c(NCCc3cccc(C)c3)c(=O)c2=O)C1` (stereo not given) gave Lipid storage S3 inconclusive.
Screening COC(=O)c1[nH]c2cc(OC)c(OC)cc2c1NC(=O)c1cccc(OC)c1 returned Lipid storage S3 inconclusive.
`NCCCCCc1nnc(SCc2ccc(Cl)cc2Cl)o1` gave Lipid storage S3 inconclusive.
Screening CS(=O)(=O)c1ccc(Cl)c(NC(=O)CSc2n[nH]c(N)n2)c1 returned Lipid storage S3 inactive.
COc1ccc(Cc2nn3c(-c4cc(OC)c(OC)c(OC)c4)nnc3s2)cc1 was read as Lipid storage S3 inconclusive.
Screening COc1ccc(C(=O)Nc2ccc(S(=O)(=O)N3CCCC3)cc2)cc1[N+](=O)[O-] returned Lipid storage S3 inconclusive.
For O=C(c1cccnc1)N1CCN(C/C=C/c2ccccc2)CC1 the results were Lipid storage S3 4.6% and Lipid storage S3 cell count max 7.2.
Screening Cc1occc1-c1nnc(SCC(=O)NC2CCCCC2C)o1 (stereo not given) returned Lipid storage S3 inconclusive.
CC(=O)NCc1ccc(C(=O)CSc2nnc(-c3ccncc3)n2Cc2ccccc2)o1 was read as Lipid storage S3 inconclusive.
For N#Cc1cc(C(=O)c2cc(Cl)ccc2O)cn(-c2ccccc2)c1=O the results were Lipid storage S3 16.7% and Lipid storage S3 cell count max -16.7.
COc1ccccc1NC(=O)COC(=O)[C@@H]1CCCN1C(=O)c1cccs1 was read as Lipid storage S3 inconclusive.
Screening O=S(=O)(NCc1ccc2c(c1)OCO2)c1cccc2nsnc12 returned Lipid storage S3 4.4% and Lipid storage S3 cell count max 20.6.
For O=C(CSc1nnc(-c2ccco2)o1)N1CCN(c2ccccc2)CC1 the results were Lipid storage S3 9.7% and Lipid storage S3 cell count max 19.7.
For Nc1c(C(=O)Nc2ccccc2)sc2nc(-c3cccnc3)ccc12 the results were Lipid storage S3 -2.9% and Lipid storage S3 cell count max -6.5.

5 records picked at random from those above, as already listed:
`NCCCCCc1nnc(SCc2ccc(Cl)cc2Cl)o1` gave Lipid storage S3 inconclusive.
CC(=O)NCc1ccc(C(=O)CSc2nnc(-c3ccncc3)n2Cc2ccccc2)o1 was read as Lipid storage S3 inconclusive.
For O=C(c1cccnc1)N1CCN(C/C=C/c2ccccc2)CC1 the results were Lipid storage S3 4.6% and Lipid storage S3 cell count max 7.2.
Screening COc1ccc(C(=O)Nc2ccc(S(=O)(=O)N3CCCC3)cc2)cc1[N+](=O)[O-] returned Lipid storage S3 inconclusive.
COc1ccccc1NC(=O)COC(=O)[C@@H]1CCCN1C(=O)c1cccs1 was read as Lipid storage S3 inconclusive.

Next results:
CCOC(=O)c1ccc(Oc2coc3cc(O)ccc3c2=O)cc1 was read as Lipid storage S3 inconclusive.
For COc1cc(OC)cc(C(=O)Nc2ccc(S(=O)(=O)N3CCOCC3)cc2)c1 the results were Lipid storage S3 6.5% and Lipid storage S3 cell count max 7.0.
`CC(OC(=O)Cn1[nH]c(=O)c2ccccc2c1=O)C(=O)Nc1ccc(F)cc1` (stereo not given) gave Lipid storage S3 inconclusive.
Screening CCOC(=O)C1=C(C)Nc2ncnn2C1c1ccc(N(C)C)cc1 (stereo not given) returned Lipid storage S3 21.6% and Lipid storage S3 cell count max -13.3.
`COc1ccc(-c2nnn(CC(=O)N(c3cccc(O)c3)C(C)C(=O)NC3CCCC3)n2)cc1OC` (stereo not given) gave Lipid storage S3 24.8% and Lipid storage S3 cell count max 9.3.
For CC(=O)Nc1ccc(SCC(=O)c2cc(C)ccc2C)cc1 the results were Lipid storage S3 inactive and Lipid storage S3 cell count max 12.9.
`CC1CCN(Cc2nnnn2CCCC(=O)NC(c2ccccn2)C(F)(F)F)CC1` (stereo not given) gave Lipid storage S3 -14.3% and Lipid storage S3 cell count max 5.8.
For CCN[C@H]1C[C@H](C)S(=O)(=O)c2sc(S(N)(=O)=O)cc21 the results were Lipid storage S3 inconclusive.
Screening O=C(Nc1nc2ccccc2[nH]1)c1ccccc1OC(F)F returned Lipid storage S3 12.0% and Lipid storage S3 cell count max -2.3.
`C/C(=N\NS(=O)(=O)c1ccc(C)cc1)c1cccs1` gave Lipid storage S3 inconclusive.
For Cc1ccc(CN2C(=O)CCC2C(=O)NCCCN2CCCC(C)C2)cc1 (stereo not given) the results were Lipid storage S3 inconclusive.
`CCCCc1c(CCC)c(=N)c2ccccc2n1C` gave Lipid storage S3 inconclusive.
O=C1CN(C(=O)CN2C(=O)NC3(CCCCC3)C2=O)c2ccccc2N1 was read as Lipid storage S3 0.7% and Lipid storage S3 cell count max 0.1.
For COCCOC(=O)C1=C(C)Nc2ncnn2C1c1ccco1 (stereo not given) the results were Lipid storage S3 -23.0% and Lipid storage S3 cell count max -1.0.
For COc1cc2c(cc1NC(=O)COC(=O)[C@@H](NS(=O)(=O)c1ccccc1)C(C)C)oc1ccccc12 the results were Lipid storage S3 inconclusive.
For O=C(c1cc([N+](=O)[O-])cc([N+](=O)[O-])c1)N1CCN(Cc2ccc3c(c2)OCO3)CC1 the results were Lipid storage S3 7.4%.
Screening O=[N+]([O-])c1cccc(-c2csc(N/N=C/c3cccc(O)c3)n2)c1 returned Lipid storage S3 6.3% and Lipid storage S3 cell count max -10.1.
N#CCCN1CCN(S(=O)(=O)c2ccc(S(=O)(=O)NC3CC3)cc2)CC1 was read as Lipid storage S3 23.6% and Lipid storage S3 cell count max 17.2.
`Fc1ccc(/C=N/Nc2ncnc3nc[nH]c23)cc1F` gave Lipid storage S3 inconclusive.
`COc1cccc(OC)c1C(=O)N1CCN=C1SCc1cccnc1` gave Lipid storage S3 15.4% and Lipid storage S3 cell count max -5.5.
CC(=O)c1ccc(N2CCN(C(=O)CCNC(=O)Cn3ccc4ccccc4c3=O)CC2)cc1 was read as Lipid storage S3 inactive.
Screening COC(=O)c1ccc(NC(=O)C2CCCN(S(=O)(=O)c3cnc[nH]3)C2)cc1 (stereo not given) returned Lipid storage S3 inconclusive.
Screening CCOC(=O)C1=C(C)N=C2SC=C(C)N2C1c1ccc(OC)cc1 (stereo not given) returned Lipid storage S3 16.2% and Lipid storage S3 cell count max 0.3.
For COc1ccc(-c2nc(CN3CCCCC3c3cccnc3)c(C)o2)c(F)c1 (stereo not given) the results were Lipid storage S3 10.4% and Lipid storage S3 cell count max -9.5.
CC1CN(C(=O)C(c2ccccc2)c2ccccc2)CC(C)O1 (stereo not given) was read as Lipid storage S3 8.5% and Lipid storage S3 cell count max 2.1.
`CCC(Sc1ncccc1C(=O)O)C(=O)N1CCOCC1` (stereo not given) gave Lipid storage S3 23.5% and Lipid storage S3 cell count max -8.8.

These rows are one share of the data; the hit share may differ from the screen's.
